Epigenetic derep – Quantitative High-Throughput Screen for Regulators of Epigenetic Control; murine LDR cells, GFP reporter derepression, 30 h; Potency, µM (top dose mostly 53.9 µM), for inactives: top-dose GFP activation, usual class: activators; 280,000 tested, 0.2% active; active = well fitted activation curve with a large enough effect; inconclusive = small, poorly fitted or top-dose-only effect; also: % of control where 0% means no effect; nearly all actives have a fitted effect of over 60% in size
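Derepression of a silenced CMV-GFP reporter in murine LDR cells is scored by enumerating GFP-positive cells with a laser-scanning microplate cytometer after 30 hours of treatment at 37 C.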
Starred values were filed as active, the others as inactive; ? = inconclusive. Potency is read from the fitted curve at half-maximal effect. The list is partial (hit frequency here may not be typical).

Epigenetic derep	SMILES
3.1%	Cc1ccc(CNC(=O)CCCn2c(=O)c3ccccc3n(Cc3ccccc3Cl)c2=O)cc1
2.4%	Cc1c(C)n(Cc2ccccc2)c2ccc(C(=O)NCCc3ccccc3Cl)cc12
0.3%	COc1ccccc1C1NC(=O)c2n[nH]c(-c3cccs3)c21 (stereo not given)
-3.5%	Cc1ccc(NC(=O)CCCn2nc(C)c3sc4ccccc4c3c2=O)c(Cl)c1
2.0%	CCSc1nc(-c2ccc(Cl)cc2)nc2c1Cc1c(CO)cnc(C)c1O2
-6.7%	COC(=O)c1c(SC)nc2ccccc2c1OCc1ccc(C)cc1C
-1.1%	COc1ccc(-c2cc3nc(C)c(CCC(=O)NC(C)c4ccccc4)c(C)n3n2)c(OC)c1 (stereo not given)
-3.5%	CCn1cc(C(=O)NCCCOC)c(=O)c2cc(S(=O)(=O)N3CCc4ccccc4C3)ccc21
3.1%	CC(=O)Nc1ccc(NC(=O)CCc2nc3cccnc3n2Cc2cccs2)cc1
-1.3%	CCOC(=O)c1ccc(N2C(=O)c3n[nH]c(-c4cccs4)c3C2c2ccc(C)cc2)cc1 (stereo not given)
-1.6%	Cc1ccc(C(=O)Nc2ccc3oc(-c4cc(Br)ccc4Cl)nc3c2)cc1
17%	COc1cc2c(=O)n(CCC(=O)NCC3CCCO3)c(=O)n(CC(=O)Nc3ccc(F)cc3)c2cc1OC (stereo not given)
-1.0%	O=C(NCc1ccccc1)c1cccn1-c1nnc(N2CCCC2)s1
-1.0%	CCCCCOc1ccc(Cn2c(=O)oc3ccc(C)cc32)cc1OC
-3.9%	COc1ccc(CCNC(=O)CCc2c(C)nc3c4c(C)cc(C)nc4nn3c2C)cc1OC
9.9%	O=C(CCc1nc2cccnc2n1-c1ccccc1)Nc1ccc(Cl)c(Cl)c1
4.1%	CCOc1ccccc1NC(=O)Cn1c(=O)n(Cc2ccccc2)c(=O)c2cccnc21
0.8%	Cc1ccc(NC(=O)CN2C(=O)CC(c3ccco3)Sc3ccccc32)cc1Cl (stereo not given)
-1.1%	COc1cc(OC)c(NC(=O)CSc2nccn2C)cc1Cl
4.8%	O=C(Nc1sc2c(c1C(=O)NCC1CCCO1)CCC2)c1cc(=O)c2cc(Cl)ccc2o1 (stereo not given)
-2.3%	CCOC(=O)c1ccc(NS(=O)(=O)c2cc(Br)cc3c2N(C(C)=O)C(C)C3)cc1 (stereo not given)
2.8%	Cc1cccn2c(Nc3ccc4c(c3)OCCO4)c(-c3ccc(Br)o3)nc12
-1.2%	Cc1ccc(Nc2nnc(-c3ccc(C)c(S(=O)(=O)NCc4nc5ccccc5[nH]4)c3)c3ccccc23)cc1
-3.9%	Cn1c2ccccc2c2cnn(CC(=O)NCCCN3CCN(c4ccccc4F)CC3)c(=O)c21
0.0%	CC(=O)c1ccc(N2CCN(C(=O)Cn3ncc4c3-c3ccccc3OC4)CC2)cc1
-3.5%	COc1ccc2c(Sc3ccc(Cl)cc3)c(C(=O)N3CCCCC3)[nH]c2c1
-2.6%	CCN1c2ccccc2-c2nc(SCC(=O)Nc3cc(F)ccc3F)ncc2S1(=O)=O
1.4%	Cc1nc2c(c(C)nn2-c2ccccc2)c(C)c1CCC(=O)Nc1ccccc1
-1.9%	COc1ccccc1N(CC(=O)NCCSc1ccccc1)S(=O)(=O)c1ccc(C)cc1
0.8%	CCOc1cc2sc(N3CCC(C(=O)Nc4ccc(C)cc4)CC3)nc2cc1Br
1.0%	Cc1cccc(N2CCN(c3nc4ccccc4c4nnc(C)n34)CC2)c1C
0.4%	CCOc1ccccc1N(C)C(=O)c1nn(-c2ccc(C)cc2)c(=O)c2c1c1ccccc1n2C
2.2%	CCOc1ccc(NCc2cccn2-c2nnc(N3CCC(C(=O)NC(C)c4ccccc4)CC3)s2)cc1 (stereo not given)
-1.3%	COc1ccc(Cn2c(C(=O)O)c(CNCCc3ccco3)c3ccc(C)cc32)cc1
0.9%	COc1ccc(C2CC(=O)c3cc(-c4nc(-c5cccc([N+](=O)[O-])c5)cs4)c(=O)n(-c4ccc(C)c(C)c4)c3C2)cc1 (stereo not given)
2.2%	Cc1ccccc1NC(=O)CN(c1ccc(Cl)cc1Cl)S(=O)(=O)c1ccccc1
2.0%	Cc1ccc(C)c(N2CCN(C(=O)C3CCC(CNS(=O)(=O)c4cccs4)CC3)CC2)c1 (stereo not given)
?	Cc1noc(/C=C/c2ccco2)c1S(=O)(=O)N1CCC(C(=O)Nc2ccc(F)cc2F)CC1
-2.6%	COc1ccc(Cl)cc1NC(=O)NCCn1c(=O)oc2ccc(C)cc21
-0.9%	CCOC(=O)c1ccc(NC(=O)C2(S(=O)(=O)c3ccc(Cl)cc3)CC2)cc1
-0.6%	CC(C)c1ccccc1Oc1c(C(F)(F)F)oc2c(CN3CCN(C)CC3)c(O)ccc2c1=O
-1.0%	O=C(Cn1ncc2c3ccccc3n(Cc3ccc(Cl)cc3)c2c1=O)NCc1cccs1
-4.0%	CCOc1ccc(NC(=O)CCc2c(C)nc3c4c(C)cc(C)nc4nn3c2C)cc1
-4.5%	CN(C(=O)Cn1nc(Cc2cccnc2)c2ccccc2c1=O)c1cccc(C(F)(F)F)c1
-0.9%	Cc1ccccc1Cn1c(=O)n(CCC(=O)NCc2ccco2)c(=O)c2sccc21
1.1%	CC(C)(Oc1ccc(Br)cc1)C(=O)Nc1cc(-c2nc3ccccc3[nH]2)ccc1Cl
-0.9%	COc1cc(-c2nc3ccc(C)cn3c2Nc2ccc(Cl)cc2)ccc1O
-2.4%	CCCC1=Nc2cc(C(=O)NCCc3ccccc3)ccc2Sc2ccc(C)cc21
0.6%	Cc1ccc(CNC(=O)CSc2c3c(nc4cc(Cl)ccc24)CCCC3)cc1
-6.0%	CCc1nnc2c(N3CCN(c4cccc(C)c4)C(C)C3)nc3ccccc3n12 (stereo not given)
0.0%	COc1ccc(-c2ccc3c(N)c(C(=O)Nc4ccc(C(F)(F)F)cc4)sc3n2)cc1OC
0.2%	CCOC(=O)C1CCN(S(=O)(=O)c2cc(-c3onc(C)c3C)ccc2OC)CC1
1.3%	Cc1ccc(S(=O)(=O)NCc2nc3nc(C)cc(C)n3n2)cc1
-0.3%	CCc1ccc(-n2nnc(-c3nc(-c4ccccc4)no3)c2C)cc1
-3.8%	CCC(C(=O)N1CCN(c2ccccc2)CC1)n1c(C)c2cnn(-c3ccccc3)c(=O)c2c1C (stereo not given)
-1.0%	Cc1ccc(C(=O)Nc2onc3c2CCCC3)cc1
?	O=C(Nc1nc2ccc(F)cc2s1)c1nc(S(=O)(=O)Cc2ccccc2F)ncc1Cl
-2.3%	O=C(NCCc1ccc(Cl)cc1)c1cccn1-c1nnc(N2CCCCC2)s1
-1.6%	CCc1ccccc1NC(=O)NC(CC)Cn1nnc2ccccc2c1=O (stereo not given)
-5.3%	CC(C)c1ccc2c(c1)NC(c1ccc(F)cc1)=NC(c1cccs1)=N2

A different layout for part of the listing above:
O=C(NCCc1ccc(Cl)cc1)c1cccn1-c1nnc(N2CCCCC2)s1
  Epigenetic derep: -2.3%
CCc1ccccc1NC(=O)NC(CC)Cn1nnc2ccccc2c1=O (stereo not given)
  Epigenetic derep: -1.6%

Further results follow:
Epigenetic derep	SMILES
10%	Cc1ccc(C)c(NC(=O)CSc2ncc3c(n2)-c2cc(Cl)ccc2N(Cc2ccccc2F)S3(=O)=O)c1
-1.0%	CS(=O)(=O)c1ncc(Cl)c(C(=O)N(Cc2ccc(Cl)cc2)Cc2ccco2)n1
7.6%	CCC(=O)N1CCc2cc(Br)cc(S(=O)(=O)CCC(=O)NCc3ccc(Cl)cc3)c21
0.9%	COc1ccc(NS(=O)(=O)c2ccc3c(c2)[C@H]2C=CC[C@H]2[C@@H](c2ccc(C(=O)O)cc2)N3)cc1
6.0%	Cc1coc2cc3oc(=O)c(CC(=O)NCc4ccc(F)cc4)c(C)c3cc12
0.0%	COc1ccc(OCc2nnc(-c3ccccc3)o2)cc1
2.6%	COc1ccc(OC)c(S(=O)(=O)Nc2ccc3[nH]c(=O)[nH]c3c2)c1
-1.1%	NCCc1nnc(SCc2ccc(Cl)cc2)o1
16%	COc1ccc(CCNC(=O)Cc2c(C)c3ccc(O)c(C)c3oc2=O)cc1OC
0.3%	Fc1ccc(Nc2ncnc3onc(-c4cccc(Cl)c4)c23)c(F)c1
-2.3%	Cc1nn(-c2ccccc2)c(-n2cccc2)c1C(=O)NCCCN1CCN(c2ccccc2F)CC1
-0.3%	O=C(c1ccc2c(Cl)c3c(nc2c1)CCCC3)N1CCN(c2ccccc2F)CC1

Reformatted: 2 of the compounds above
SMILES	Epigenetic derep
Cc1nn(-c2ccccc2)c(-n2cccc2)c1C(=O)NCCCN1CCN(c2ccccc2F)CC1	-2.3%
O=C(c1ccc2c(Cl)c3c(nc2c1)CCCC3)N1CCN(c2ccccc2F)CC1	-0.3%

(listing goes on)
Epigenetic derep	SMILES
0.3%	COc1cccc(-c2nn(C)c3sc(C(=O)N4CCN(c5cccc(C(F)(F)F)c5)CC4)cc23)c1
?	COc1ccc2c(c1)c1c(c(=O)n(-c3ccccc3C)c(=O)n1CC(=O)NCc1ccc(C)cc1)n2C
-2.8%	Cc1cccc(CNC(=O)c2ccc(NC(=O)N3CC(C)Sc4ccccc43)cc2)c1 (stereo not given)
0.0%	COc1cccc2c1cc1c(=O)n(CC(=O)N3CCN(c4cccc(C(F)(F)F)c4)CC3)nc(C)n12
-1.8%	CC(=O)Nc1ccc2nc3c(=O)n(C)c(=O)n(C)c3nc2c1C
-3.4%	CCOC(=O)c1cccc(NC(=O)CCC(=O)N2CC(C)Oc3ccc(C)cc32)c1 (stereo not given)
-1.1%	COc1ccccc1N1CCN(S(=O)(=O)c2ccc3c(c2)oc(=O)n3C)CC1
6.7%	Cc1ccccc1Nc1c(-c2c[nH]c3ccccc23)nc2ccc(Cl)cn12
6.3%	COc1ccc(N2CCN(S(=O)(=O)c3c(C)nc4scc(C)n4c3=O)CC2)cc1
-1.6%	O=C(Cn1ccc2cc(S(=O)(=O)N3CCCCCC3)ccc21)NCCc1ccccc1Cl
9.6%	CCC(C)NC(=O)Cn1cnc2sc(C)c(S(=O)(=O)N3CCN(c4ccccc4OC)CC3)c2c1=O (stereo not given)
7.8%	O=C(CSc1nc(-c2ccc(F)cc2)[nH]c1-c1ccc(F)cc1)Nc1ccc2c(c1)OCO2
6.8%	Cc1cccc(-c2nc(Cn3c(SCc4cc(C)ccc4C)nc4ccncc43)c(C)o2)c1
1.1%	Cc1ccc(C)c(N2CCN(c3cc(C)nc4c(-c5ccc(Cl)cc5)c(C)nn34)CC2)c1
-1.1%	CCc1ccc(NC(=O)c2sc3nc(C)c(Cl)c(C)c3c2NC(=O)c2ccccc2OC)cc1
2.0%	Cc1oc2c(cc(NS(=O)(=O)c3ccc(Cl)cc3)c3ccccc32)c1C(=O)OCc1ccccc1
-1.6%	Cc1nnc(N2CCC(C(=O)N3CCCCC3)CC2)c2nn(-c3ccc(Cl)cc3)c(C)c12
-0.9%	COc1cccc(C(=O)c2sc(Nc3ccc(F)c(Cl)c3)nc2N)c1
0.8%	COc1ccc(-c2nc(SCC(=O)c3ccc(Br)cc3)n[nH]2)cc1
-0.9%	Cc1ccc(CNC(=O)CCCCCn2c(=O)c3sccc3n(CC(=O)C(C)(C)C)c2=O)cc1
12%	COc1cc(OC)c(NC(=O)Cn2c(=O)nc(-c3ccccc3)c3ccccc32)cc1Cl
-1.9%	Cc1ccc(-c2noc(CNS(=O)(=O)c3ccc(F)cc3)n2)cc1
2.7%	Fc1ccccc1-n1ncc2c1ncn1nc(Cc3ccccc3)nc21
?	COc1ccc(-n2nnc(C(=O)Nc3ccccc3F)c2N)cc1
?	COc1ccc(Cn2c(=O)c3cccnc3n(CC(=O)Nc3ccc(C)c(F)c3)c2=O)cc1
13%	COc1ccc2cc3cc(C(=O)NCc4ccccc4OC)oc3nc2c1
-1.6%	Cc1cc(C)cc(NC(=O)CCCn2c3ccccc3c(=O)c3ccccc32)c1
0.0%	CCCCOc1ccc(C(=O)N/C(=C\c2ccc(Br)cc2)C(=O)NC2CCCCC2)cc1
-0.9%	Cc1ccc(Cl)cc1N1CCN(C(=O)c2cn(CC(C)C)c(=O)c3c2c2ccccc2n3C)CC1
1.3%	CCc1ccc(NC(=O)CC2C(=O)N(c3cccc(OC)c3)C(=O)N2Cc2ccco2)cc1 (stereo not given)
4.2%	COc1ccc(C2Oc3nc(SC)nnc3-c3ccccc3N2C(C)=O)cc1 (stereo not given)
-1.9%	CCCOc1cccc(C(=O)N(Cc2ccc(C)o2)C2CCS(=O)(=O)C2)c1 (stereo not given)
-1.8%	CCCn1cnc2cc(NCc3ccc(OC)cc3OC)ccc21
-2.4%	Cc1c(-c2nc(-c3ccc4c(c3)OCO4)no2)nnn1-c1cccc(C(F)(F)F)c1
-2.0%	Cc1ccc(NC(=O)C2CCN(C(=O)c3cnn(-c4ccccc4)c3-n3cccc3)CC2)cc1C
1.1%	Cc1cccc(Cn2c(CNC(=O)c3ccccc3)nc3ccccc32)c1

5 compounds from above, ordered by the value under Epigenetic derep, descending:
Epigenetic derep	SMILES
13%	COc1ccc2cc3cc(C(=O)NCc4ccccc4OC)oc3nc2c1
1.1%	Cc1cccc(Cn2c(CNC(=O)c3ccccc3)nc3ccccc32)c1
-1.6%	Cc1cc(C)cc(NC(=O)CCCn2c3ccccc3c(=O)c3ccccc32)c1
-1.9%	CCCOc1cccc(C(=O)N(Cc2ccc(C)o2)C2CCS(=O)(=O)C2)c1 (stereo not given)
-2.4%	Cc1c(-c2nc(-c3ccc4c(c3)OCO4)no2)nnn1-c1cccc(C(F)(F)F)c1

Assay outcomes (PubChem)
